Source: PubChem BioAssay (National Center for Advancing Translational Sciences (NCATS))
GoLoco inh red – qHTS Assay for Inhibitors of RGS12 GoLoco Motif Activity (Red Fluorophore). Guanine nucleotide-binding protein G(i) subunit alpha-1 (Homo sapiens), P63096. Gai1:RGS12 GoLoco peptide FP, rhodamine, 10 min. Potency, µM (series often up to 61.6 µM), without a hit: at the top dose activity, negative = inhibition, usual class: inhibitors. actives 0.44% (n = 230,000); active = well fitted inhibition curve with a large enough effect, not every such curve was filed as active; inactive = no such curve, though single readings can be large or run the other way; note: nearly all actives have a fitted effect of over 30% in size; many of its hits are not listed in these tables
JMJD2E inh – qHTS Assay for Inhibitors of Human Jumonji Domain Containing 2E (JMJD2E). Lysine-specific demethylase 4E (Homo sapiens), B2RXH2. JMJD2E catalytic domain, FDH-coupled NADH fluorescence (FDH is formaldehyde dehydrogenase). Potency, µM (highest dose often 57.1 µM), without a hit: at the top dose activity change, negative = inhibition, most hits filed as inhibitors. actives 1.6% (n = 230,000). AID 2147, 2009; active = well fitted inhibition curve with a large enough effect, not every such curve was filed as active; inconclusive = small, poorly fitted or top-dose-only effect, or another doubt; inactive = no such curve, though single readings can be large or run the other way;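 note: 0% = wells with enzyme and -100% = buffer wells without enzyme; nearly all actives have a fitted effect of over 50% in size; many of its hits are not listed in these tables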
RECQ1 inh – qHTS Assay for Inhibitors of RecQ-Like Dna Helicase 1 (RECQ1) | Potency, µM (series often up to 57.3 µM), inactives show at the top dose activity, negative = inhibition, actives largely listed as inhibitors | RECQ1 DNA unwinding, red fluorescence kinetic read | ATP-dependent DNA helicase Q1 (Homo sapiens), P46063 | actives 0.54% (n = 240,000) | AID 2549, 2010;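 note: plate controls were vehicle for no effect and no enzyme for full effect; nearly all actives have a fitted effect of over 30% in size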
Target sequence (P46063 whole entry, looked up): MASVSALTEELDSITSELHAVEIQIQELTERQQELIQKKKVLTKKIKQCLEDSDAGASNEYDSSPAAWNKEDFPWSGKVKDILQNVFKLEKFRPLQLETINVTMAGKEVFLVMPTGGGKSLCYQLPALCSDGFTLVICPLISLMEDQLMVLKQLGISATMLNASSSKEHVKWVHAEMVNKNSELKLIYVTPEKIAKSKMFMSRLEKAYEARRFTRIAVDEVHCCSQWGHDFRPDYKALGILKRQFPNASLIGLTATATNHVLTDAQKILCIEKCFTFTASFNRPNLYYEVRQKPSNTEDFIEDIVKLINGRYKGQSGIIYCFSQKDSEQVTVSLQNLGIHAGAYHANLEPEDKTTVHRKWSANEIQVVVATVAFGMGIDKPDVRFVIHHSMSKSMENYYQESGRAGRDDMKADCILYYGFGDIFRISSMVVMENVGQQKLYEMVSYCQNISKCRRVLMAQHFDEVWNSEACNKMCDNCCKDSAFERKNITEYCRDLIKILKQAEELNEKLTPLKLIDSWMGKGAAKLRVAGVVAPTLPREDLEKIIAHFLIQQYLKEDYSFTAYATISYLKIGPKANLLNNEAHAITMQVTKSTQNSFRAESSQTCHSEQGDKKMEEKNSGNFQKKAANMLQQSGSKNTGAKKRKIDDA
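RECQ1T1 50 nM; forked duplex (20 bp + 30-nt ss tails) 200 nM, ATP 2 mM final; pH 8.0, 2 mM MgCl2, 2.5 ug/ml poly(dI-dC); 15 min compound preincubation; discontinuous kinetic read over 2 h at RT.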
TRb-SRC2 inh – qHTS for Inhibitors of the Interaction of Thyroid Hormone Receptor and Steroid Receptor Coregulator 2. Thyroid hormone receptor beta (Homo sapiens), P10828. TRbeta-SRC2 peptide binding, fluorescence polarization; receptor liganded with 1 µM T3. Potency, µM (series often up to 106 µM), inactives show at the top dose activity change, negative = inhibition, actives largely listed as inhibitors. actives 0.065% (n = 280,000). AID 1469, 2008;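 note: plate controls were bound peptide for no effect and peptide without receptor for full effect; nearly all actives have a fitted effect of over 50% in size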
Target sequence (P10828 whole entry, looked up): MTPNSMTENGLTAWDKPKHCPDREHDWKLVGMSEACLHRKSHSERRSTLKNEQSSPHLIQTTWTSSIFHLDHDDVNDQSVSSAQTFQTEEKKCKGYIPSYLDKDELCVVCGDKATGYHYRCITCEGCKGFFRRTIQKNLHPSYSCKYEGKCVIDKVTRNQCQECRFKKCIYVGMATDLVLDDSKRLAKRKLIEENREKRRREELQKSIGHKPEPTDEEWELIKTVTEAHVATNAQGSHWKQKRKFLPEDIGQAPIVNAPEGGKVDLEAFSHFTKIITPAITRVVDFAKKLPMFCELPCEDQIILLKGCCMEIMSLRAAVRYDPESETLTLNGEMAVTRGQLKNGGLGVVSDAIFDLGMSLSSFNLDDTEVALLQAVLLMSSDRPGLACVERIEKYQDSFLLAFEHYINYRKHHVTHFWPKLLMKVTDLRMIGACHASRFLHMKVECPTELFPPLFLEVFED
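Read-out is fluorescence polarization (555 nm excitation, 632 nm emission) of a Texas Red SRC2 coactivator peptide; loss of signal reflects blocked binding to human TRb ligand-binding domain in the presence of 1 uM T3.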
L3MBTL1 inh – qHTS Assay for the Inhibitors of L3MBTL1. Lethal(3)malignant brain tumor-like protein 1 (Homo sapiens), Q9Y468. AlphaScreen L3MBTL1–H3K9me1 peptide binding. Potency, µM (titrated, usually from 57.1 µM), without a hit: at the top dose activity, negative = inhibition, usual class: inhibitors. actives 0.66% (n = 230,000). AID 485360, 2010; note: nearly all actives have a fitted effect of over 60% in size
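Read-out is AlphaScreen signal from streptavidin donor and nickel chelate acceptor beads (10 ug/mL final each) bridging L3MBTL1 (50 nM) and biotinylated K9-monomethylated H3(1-15) peptide (75 nM), after 30 min compound exposure at room temperature.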
Tau ThT inhib – qHTS for Inhibitors of Tau Fibril Formation, Thioflavin T Binding; Potency, µM (top dose mostly 57.4 µM), inactives show at the top dose activity, negative = inhibition, usual class: inhibitors; actives 2.1% (n = 270,000); AID 1460, 2008; Microtubule-associated protein tau (Homo sapiens), P10636; recombinant tau K18 P301L (four-repeat tau fragment), heparin-induced fibrillization, ThT fluorescence; note: nearly all actives have a fitted effect of over 55% in size
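Recombinant human tau K18 fragment […] carrying P301L, 15 uM unlabeled plus 0.24 uM Alexa 594-labeled, was fibrillized with 20 uM heparin in 100 mM sodium acetate pH 7 for 6 hr at 37 C; 30 uM ThT fluorescence read after 1 hr.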
TexasRed fluor – Total Fluorescence Counterscreen for Inhibitors of the Interaction of Thyroid Hormone Receptor and Steroid Receptor Coregulator 2. TRb/SRC2 Texas Red total fluorescence interference. AID 1479, 2009. actives 0.29% (n = 280,000). Potency, µM (titrated, usually from 106 µM), for inactives: at the top dose fluorescence change, negative = quenching; active = well fitted curve in either direction with a large enough effect; inconclusive = small, poorly fitted or top-dose-only effect
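Human TRβ ligand-binding domain (0.6 uM) and Texas Red SRC2 peptide (20 nM) in Tris buffer with 1 uM T3 and 5% DMSO were incubated with pinned compound for 5 hr at ambient temperature. Total fluorescence was computed as S + 2P (555/632 nm).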
Tau fibril FP – qHTS for Inhibitors of Tau Fibril Formation, Fluorescence Polarization; Microtubule-associated protein tau (Homo sapiens), P10636; K18 P301L tau heparin fibrillization, Alexa594 FP, 6 h; Potency, µM (highest dose often 57.7 µM), without a hit: top-dose activity, negative = inhibition, most hits filed as inhibitors; actives 0.39% (n = 280,000); AID 1468, 2008; note: nearly all actives have a fitted effect of over 55% in size
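Steps: dispense K18 P301L tau (15 uM plus 0.24 uM Alexa 594 tracer, final) in pH 7 sodium acetate; add compound; add heparin (20 uM final); incubate 6 hr, 37 C; add ThT (30 uM final); after 1 hr ambient, read FP.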
The depositor's hits bear a star; i = inactive; ? = inconclusive; / = no result given; [ ] = another dose, or the depositor's remark. Unless noted, calls come from the whole dose curve; as a rule, active = well fitted curve in the direction sought with a large enough effect; inconclusive = small, poorly fitted or top-dose-only effect, or another doubt; inactive = no such curve, though single readings can be large; an effect the other way counts as inactive or inconclusive. Unless noted, % is set by controls: 0 for no effect and ±100 for the full control effect; potency is the fitted concentration of half-maximal effect.

Values in the order – GoLoco inh red, JMJD2E inh, RECQ1 inh, TRb-SRC2 inh, L3MBTL1 inh, Tau ThT inhib, TexasRed fluor, Tau fibril FP
FC(F)(F)Oc1ccc(NC(=S)Nc2ccccc2N2CCOCC2)cc1
  0%, 2%, -6%, 0%, -4%, 0%, -3%, ?
CC1=CC(=O)C(C(C)C)=CC1=NC(=O)c1ccc(C)cc1
  -7%, -3%, i, -1%, 0%, -18%, -2%, -3%
COc1cc(C(=O)NCc2nc3cccnc3n2Cc2ccc(C)cc2)cc(OC)c1OC
  /, /, /, 4%, /, -8%, -2%, -6%
O=C(Oc1ccc(-c2nccc(-c3ccccn3)n2)cc1)c1cccc(C(F)(F)F)c1
  10%, 5%, i, -7%, -7%, -15%, -1%, -11%
CC(O)[C@H]1CNC(=O)C(=O)N1CCc1cccc(F)c1 (stereo partly specified)
  1%, -20%, i, -3%, /, 8%, 0%, -3%
Cn1c(Cc2ccccc2)nnc1SCC(=O)Nc1ccc2c(c1)OCO2
  0%, 5%, 4%, -6%, 3%, -16%, -3%, 4%
CCOc1ccc(NC(=O)CSc2nc3c(oc4ccccc43)c(=O)n2-c2ccccc2C)cc1
  /, /, /, 5%, /, 9%, -6%, -11%
CN1CCN(C(=O)C2=C[C@@H](C3CCCCC3)C[C@@H](OCc3ccc(CO)cc3)O2)CC1
  -9%, 9%, i, 1%, 10%, -6%, -3%, 1%
O=C(c1cccs1)N1CCCc2cc(NS(=O)(=O)c3ccc(Br)cc3)ccc21
  /, /, /, -5%, /, 0%, -1%, -8%
CCOC(=O)c1nn(-c2ccccc2F)c2nc(-c3ccco3)c(C#N)c(=O)n12
  10%, ?, -1%, -4%, 4%, 0%, -2%, -3%

The final 2 entries of the part above are carried over, then new ones follow:
Values in the order – GoLoco inh red, JMJD2E inh, RECQ1 inh, TRb-SRC2 inh, L3MBTL1 inh, Tau ThT inhib, TexasRed fluor, Tau fibril FP
O=C(c1cccs1)N1CCCc2cc(NS(=O)(=O)c3ccc(Br)cc3)ccc21
  /, /, /, -5%, /, 0%, -1%, -8%
CCOC(=O)c1nn(-c2ccccc2F)c2nc(-c3ccco3)c(C#N)c(=O)n12
  10%, ?, -1%, -4%, 4%, 0%, -2%, -3%
CCOC(=O)c1ccc(NC(=O)C2(c3ccccc3)CCOCC2)cc1
  -5%, 1%, -13%, 10%, -1%, 3%, 3%, -6%
Clc1ncccc1-c1nnn(-c2ccccc2Br)n1
  5%, 8%, -5%, -1%, 21%, -11%, 1%, -3%
CCC(CC)NC(=O)Cc1ccccc1[N+](=O)[O-]
  10%, -6%, -7%, -2%, -5%, -12%, 2%, -3%
CCCCCCN=C(C)c1ccccc1O
  2%, 7%, -5%, -1%, -2%, -10%, 0%, 0%
O=C(CCC1CCCN(C(=O)c2cncs2)C1)NCc1ccc(F)c(F)c1 (stereo unspecified)
  1%, -10%, 12%, 5%, -18%, 12%, -1%, 2%
O=C(NCCc1ccccc1)c1ccc2c(c1)N(Cc1ccc(F)cc1)C(=O)c1ccccc1S2(=O)=O
  /, /, /, 1%, /, 12%, 1%, ?
COc1ccc(-c2cc(-c3ccc(F)cc3)nc3c2COc2ccc(F)cc2-3)cc1
  /, /, /, -10%, /, -7%, -11%, ?
COc1ccccc1C(=O)N1CCC(c2noc(-c3ccc(S(=O)(=O)N4CCCC4)cc3)n2)CC1
  /, /, /, -2%, /, -2%, 1%, 0%
O=C(Cc1ccc(F)cc1)Oc1ccc(C(=S)N2CCCC2)cc1
  12%, 8%, 1%, -2%, 2%, -7%, 0%, 2%
Cc1ccc(NC(=O)c2ccccc2)cc1OC(=O)c1ccccc1
  5%, 4%, -5%, -16%, 5%, 0%, -3%, ?
Oc1[nH]c(=S)sc1/C=C1\C(c2ccccc2)=Nc2ccccc21
  34%[activator], 0%, ?, -5%, 0%, ?, -8%, -9%
COc1ccc(-n2c(Cc3cccn3C)nnc2SCC(=O)NCc2ccc(F)cc2)cc1
  21%, 1%, 5%, -5%, -13%, -13%, 0%, -1%
CCSc1nc2sc3c(c2c(=O)n1C1CCCCC1)CCN(C)C3
  28%, ?, -3%, -10%, 1%, -17%, -2%, -10%
CCOC(=O)c1sc2cc([N+](=O)[O-])cc(SCCO)c2c1N
  12%, -9%, 5%, -5%, -19%, 2.2µM*, 0%, 4%
CC(C)N1CCN(Cc2cccs2)CC1CCO (stereo unspecified)
  20%, 1%, -9%, 5%, 1%, -12%, -1%, -3%
CCN(CC)c1ccc(N2C(=O)/C(=C/c3cccnc3)SC2=S)cc1
  9%, -7%, -5%, 0%, -5%, ?, -3%, -10%
Cc1ccc2nc3c(c(N)c2c1)CCN3c1ccccc1
  -3%, ?, 5%, 6%, -3%, ?, 2%, 9%
O=C(OCc1nc2ccccc2s1)C1CCN(S(=O)(=O)c2cccs2)CC1
  -1%, -2%, i, -8%, /, -13%, -4%, 12%
CCOP(=O)(O)c1ccccc1OCCCCCOc1ccccc1P(=O)(O)OCC
  0%, 0%, i, -3%, -3%, -8%, -1%, 2%
COc1ccc(S(=O)(=O)NCc2cccn2Cc2cccc(C)c2)cc1
  /, /, /, -8%, /, 11%, 2%, -15%
O=C(COC(=O)c1cc(Cl)nc2ccccc12)c1ccc(Cl)cc1
  7%, -6%, 1%, -2%, -6%, 5%, -7%, -8%
CN(C)CCC#CC(O)(c1ccccc1)c1ccccc1
  7%, 5%, -7%, -2%, 2%, 3%, -4%, 10%
COC(=O)c1cccc(Cn2c(Cl)c(/C=N/NC(=O)c3ccccc3Cl)sc2=O)c1
  27%, -18%, i, 3%, 3%, -9%, 2%, -8%
Cc1ccc(N2C(=O)CC(NNC(=O)Cc3ccc(F)cc3)C2=O)cc1Cl (stereo unspecified)
  -3%, -6%, 15%, 1%, /, -5%, 0%, -2%
CCOc1ccc(CCNC(=O)CN2C(=O)c3cccnc3Oc3ccc(Cl)cc32)cc1
  /, /, /, 1%, /, -11%, 7%, 6%
COC(=O)c1cc(Cl)c(NC(=O)c2ccc(C(C)(C)C)cc2)cc1OC
  -5%, ?, -12%, -3%, 14%, ?, -4%, 9%
Cc1ccc(-n2c(-c3nn(C)cc3Cl)n[nH]c2=S)cc1
  13%, ?, -11%, 0%, -6%, -7%, 1%, 3%
O=C(/C(=N\O)n1cncn1)c1ccc(Cl)cc1Cl
  -1%, 2%, i, 9%, /, -4%, -5%, -2%
Cc1ccc(NC(=O)CNCc2ccccc2)cc1Br
  1%, ?, -14%, 6%, 2%, -4%, 0%, ?
O=C(CSCCO)Nc1ccc(C2CCCCC2)cc1
  -10%, 2%, -10%, -18%, -1%, -1%, 1%, -3%
C/C(=N\NC(=O)C(N)=O)c1ccc2c(c1)OCCO2
  8%, -3%, 10%, -3%, -15%[11.4 µM], -1%, -3%, -8%
CCCCN1CNC(=S)N(CCc2ccccc2)C1
  1%, 5%, -2%, 6%, -6%, -1%, 5%, 1%
CN1CCN(c2ncc3c(n2)CCN(Cc2ccc(Br)s2)C3)CC1
  /, /, /, 0%, /, 0%, -1%, 5%
CN(c1ccccc1)S(=O)(=O)c1ccc(C(=O)Nc2nccs2)cc1
  14%, -5%, -1%, -24%, /, 0%, -4%, -13%
CC1Oc2ccccc2N(CC(=O)NCC2CCCO2)C1=O (stereo unspecified)
  5%, 15%, -15%, 2%, 1%, 6%, 1%, 0%
COC(=O)c1ccc(Cn2cc(C(F)(F)F)cc([N+](=O)[O-])c2=O)cc1
  -6%, 0%, i, 8%, /, -6%, -2%, 8%
CC(=O)N(C)/C=C1\Sc2ccccc2C1=O
  16%, -5%, ?, 8%, -3%, ?, 9%, 0%
c1ccc(CNc2nc3ccccc3n3cnnc23)cc1
  6%, ?, -5%, 3%, /, -7%, 0%, 4%
COc1ccc(-n2c(Cc3cccn3C)nnc2SCC(=O)NCC2CCCO2)cc1 (stereo unspecified)
  2%, -4%, i, -20%, -6%, 5%, 0%, 6%
CC1CCc2c(sc3nnn(CC(=O)Nc4ccc(Cl)cc4)c(=O)c23)C1 (stereo unspecified)
  /, /, /, 1%, /, 6%, -3%, ?
CS/C(=N\S(=O)(=O)c1ccccc1)c1ccccc1
  -7%, 0%, i, -11%, -4%, 8%, -7%, 3%
Cc1ccc2oc(=O)c(/C=C(\O)c3cccs3)nc2c1
  24%, -22%, -6%, -1%, -10%, -13%, -1%, -7%
COc1ccc2nc(N(Cc3cccnc3)C(=O)Cc3ccccc3)sc2c1
  /, /, /, 3%, /, -15%, -3%, -4%
CC(C)=CCC/C(C)=C/CO/N=C1/C[C@@H](O)[C@@H](O)[C@@H]2[C@@H]3C(=O)N(Cc4ccccc4)C(=O)[C@H]3CC[C@@H]12
  /, /, i[11.5 µM], -1%[11.2 µM], /, -7%[11.5 µM], 3%[11.2 µM], -5%[11.6 µM]
COc1ccc(C=C(c2nc3ccccc3s2)c2nc3ccccc3s2)cc1O
  36%[activator], -24%, -28%, 8%[53 µM], -23%, ?, -3%[53 µM], 11%
COc1ccc(C(=O)Nc2ccc(NC(=O)C(C)C)nc2)cc1
  15%, 2%, 7%, 1%, 4%, 4%, -1%, 6%
COCC1CCCN(Cc2cn[nH]c2-c2cc3ccccc3o2)C1 (stereo unspecified)
  -1%, -8%, 19%, 8%, 5%, -3%, 0%, 9%
CC1(c2ccccn2)Nc2ccccc2-c2nc3ccccc3n21 (stereo unspecified)
  0%, ?, 0%, -6%, -1%, -15%, -2%, 6%

Only part of the results is shown; count on the stated rates, not on these rows.
